# Menin-MLL TR inh – menin-MLL binding inhibition, Texas Red mutant peptide; Potency, µM (highest dose often 61.6 µM), for the others: top-dose FP activity change, negative = inhibition, usual class: inhibitors; O00255; AID 1768; Menin + Texas Red MLL mutant peptide, fluorescence polarization; hit rate 0.23% among 270,000; active = well fitted inhibition curve with a large enough effect in the polarisation, with a control signal flat, not every such curve was filed as active; inconclusive = small, poorly fitted or top-dose-only effect, or effect the other way, or a change in a side signal; inactive = no such curve, though single readings can be large or run the other way; the % refers to the polarisation; also: potency is read from the fitted curve at half-maximal effect; % of control where 0% means no effect; many of its hits are not listed in these tables
# BCR signal inh – chronic active BCR signaling inhibition; ABC-DLBCL IkBa-CBG/CBR reporter, luminescence ratio, 4 h; Potency, µM (doses to about 46.1 µM), for the others: top-dose ratio change, negative = lower green/red ratio, usual class: inhibitors; hit rate 0.05% among 340,000; active = well fitted inhibition curve with a large enough effect in the signal ratio, with a control signal flat, not every such curve was filed as active; inconclusive = small, poorly fitted or top-dose-only effect, or effect the other way, or a change in a side signal; the % refers to the signal ratio;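 also: potency is read from the fitted curve at half-maximal effect; plate controls were basal doxycycline-induced cells for no effect and cells given 10 µM MG132 for full effect; MG132 reads +100%, hits lower the ratio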
#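 Concentration-response series (up to 46 uM) were applied to TMD8 dual-reporter cells for 4 h at 37C with doxycycline. Green/red ratio, after filter-overlap correction, defined %Activity; red signal alone was normalised to basal cells and zero luminescence.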
# PKM2 activator – activators of human pyruvate kinase M2 | P14618 | purified PKM2, Kinase-Glo ATP luminescence, activation; response scale: 0% is enzyme alone, no compound | Potency, µM (doses to about 57.5 µM), without a hit: at the highest dose activation, most hits filed as activators | hit rate 0.34% among 260,000 | AID 1631; also: potency is read from the fitted curve at half-maximal effect; % is scaled to controls: 0 for no effect and ±100 for the full control effect; nearly all actives have a fitted effect of over 55% in size
#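 hPK-M2, >95% pure; 0.1 mM ADP / 0.5 mM PEP final; imidazole pH7.2 buffer w/ 7 mM MgCl2, 50 mM KCl; 1 h RT; Kinase-Glo lum. Intermediate enzyme activity for dual inhibitor/activator qHTS.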
# Mito fusion yeast – blocks mitochondrial division or promotes mitochondrial fusion. S. cerevisiae fusion-defective mutant growth rescue, CellTiterGlo 48 h. Potency, µM (highest dose often 46.1 µM), inactives show top-dose growth rescue (activation), actives largely listed as activators. hit rate 0.23% among 320,000;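 also: potency is read from the fitted curve at half-maximal effect; % of control where 0% means no effect; nearly all actives have a fitted effect of over 45% in size; temperature-sensitive fusion mutants such as fzo1-1 at 37 °C on non-fermentable ethanol glycerol medium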
#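 Yeast fusion mutant, YPEG (non-fermentable carbon), compound, 48 h at 37C non-permissive; CellTiterGlo added, 10 min RT, luminescence read. Rescued growth = division inhibition.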
# TSHR antagonist – antagonists of human thyroid stimulating hormone receptor; hit rate 0.2% among 330,000; P16473; TSHR-expressing cells, TSH-stimulated cAMP HTRF, 2 h; active compounds read low; activity change, negative = inhibition, % at 11.5 µM;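 active = activity change below a set negative limit, meaning inhibition stronger than a set level, cut at about -70% in these data; inconclusive = activity change between two set negative limits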; also: % is scaled to controls: 0 for no effect and ±100 for the full control effect
#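 Antagonism was scored as loss of TSH-driven cAMP in TSHR cells, stimulated with 4nM TSH (EC80) for 2 hours at 37 deg C and detected by homogeneous HTRF competition immunoassay.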
# GALK inhibitor – blocks human galactokinase activity. P51570. Purified GALK, Kinase-Glo residual ATP luminescence. Potency, µM (doses to about 57.5 µM), inactives show at the top dose activity change, negative = inhibition, most hits filed as inhibitors. hit rate 0.007% among 270,000. AID 1868; also: potency is read from the fitted curve at half-maximal effect; % is scaled to controls: 0 for no effect and ±100 for the full control effect
#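 The enzyme phosphorylates galactose (100 uM) using ATP (35 uM); inhibition is detected as higher residual ATP, quantified by bioluminescence after 1 h reaction at room temperature, pH 8.0.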
# Eya2 inh – Eya2 (human) phosphatase inhibition | O00167 | recombinant Eya2, OMFP fluorescence dephosphorylation (OMFP is methylfluorescein phosphate) | Potency, µM (series often up to 76.9 µM), inactives show at the highest dose activity, negative = inhibition, most hits filed as inhibitors | hit rate 0.006% among 330,000 | AID 488837; also: potency is read from the fitted curve at half-maximal effect; % is scaled to controls: 0 for no effect and ±100 for the full control effect
#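 Eya2 (0.2 uM) preincubated 10 min at ambient with compound, then OMFP substrate added at 50 uM; 10 min reaction in 50 mM HEPES pH 7.5, 50 mM NaCl, 5 uM MgCl2, 0.05% BSA, 1 mM DTT. Fluorescence read at Ex 485/Em 525 nm.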
# ASM inhibitor – inhibitors of human secretory acid sphingomyelinase. Potency, µM (top dose mostly 57.5 µM), without a hit: at the top dose activity change, negative = inhibition, usual class: inhibitors. hit rate 0.006% among 340,000. placental ASM, HMU-PC fluorogenic substrate, 60 min; also: potency is read from the fitted curve at half-maximal effect
#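 Steps: dispense placental human ASM, pin compound, wait 10 min at room temperature, add HMU-PC0 substrate at 9 uM final, incubate 60 min at 37 °C, add stop solution raising pH to 10, read fluorescence.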
# USP2a inh – blocks human ubiquitin-specific protease USP2a. Potency, µM (series often up to 38.3 µM), inactives show at the highest dose activity change, negative = inhibition, actives largely listed as inhibitors. USP2 core, Ub-CHOP2 coupled fluorogenic reporter, 485/531. hit rate 0.01% among 330,000. O75604;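 also: potency is read from the fitted curve at half-maximal effect; plate controls were DMSO wells for no effect and full inhibition by NEM control for full effect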
#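 Cell-free coupled assay: 10nM USP2 core preincubated 30min RT with compound in Tris-HCl pH 8.0/CaCl2/CHAPS buffer, then 25nM Ub-CHOP2 and 25nM reporter substrate; fluorescence (Ex 485/Em 531) read after 60min RT, normalized to NEM inhibition, concentration-response curves fitted.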
# MBNL1-CUG inh – blocks human MBNL1 binding to CUG repeat RNA; Q9NR56; TR-FRET MBNL1-His/biotin-(CUG)12 binding, 665/545 ratio; Potency, µM (doses to about 57.5 µM), inactives show top-dose activity change, negative = inhibition, actives largely listed as inhibitors; hit rate 0.036% among 280,000; active = well fitted inhibition curve with a large enough effect in the signal ratio, with a control signal flat, not every such curve was filed as active; inconclusive = small, poorly fitted or top-dose-only effect, or effect the other way, or a change in a side signal; inactive = no such curve, though single readings can be large or run the other way; the % refers to the signal ratio; also: potency is read from the fitted curve at half-maximal effect; % is scaled to controls: 0 for no effect and ±100 for the full control effect
#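 TR-FRET readout: Ex 340 nm, 665/545 nm emission ratio, normalized to buffer-only (basal) and MBNL1-(CUG)12 controls. Complex of MBNL1-His with Biotin-(CUG)12, compounds 92 nM–58 uM, incubated 60 min at room temperature.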
# KCNH2 WT inh – blocks the wildtype human KCNH2 potassium channel; Q12809; U2OS, BacMam KCNH2, thallium flux FluxOr; active compounds read low; activity change, % at 1.84 µM; hit rate 0.37% among 340,000; AID 720551;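 active = maximum activity change below -70%; inconclusive = maximum activity change between -70% and -50%; inactive = maximum activity change above -50%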; also: % is scaled to controls: 0 for no effect and ±100 for the full control effect
# Target sequence (Q12809 whole entry, looked up): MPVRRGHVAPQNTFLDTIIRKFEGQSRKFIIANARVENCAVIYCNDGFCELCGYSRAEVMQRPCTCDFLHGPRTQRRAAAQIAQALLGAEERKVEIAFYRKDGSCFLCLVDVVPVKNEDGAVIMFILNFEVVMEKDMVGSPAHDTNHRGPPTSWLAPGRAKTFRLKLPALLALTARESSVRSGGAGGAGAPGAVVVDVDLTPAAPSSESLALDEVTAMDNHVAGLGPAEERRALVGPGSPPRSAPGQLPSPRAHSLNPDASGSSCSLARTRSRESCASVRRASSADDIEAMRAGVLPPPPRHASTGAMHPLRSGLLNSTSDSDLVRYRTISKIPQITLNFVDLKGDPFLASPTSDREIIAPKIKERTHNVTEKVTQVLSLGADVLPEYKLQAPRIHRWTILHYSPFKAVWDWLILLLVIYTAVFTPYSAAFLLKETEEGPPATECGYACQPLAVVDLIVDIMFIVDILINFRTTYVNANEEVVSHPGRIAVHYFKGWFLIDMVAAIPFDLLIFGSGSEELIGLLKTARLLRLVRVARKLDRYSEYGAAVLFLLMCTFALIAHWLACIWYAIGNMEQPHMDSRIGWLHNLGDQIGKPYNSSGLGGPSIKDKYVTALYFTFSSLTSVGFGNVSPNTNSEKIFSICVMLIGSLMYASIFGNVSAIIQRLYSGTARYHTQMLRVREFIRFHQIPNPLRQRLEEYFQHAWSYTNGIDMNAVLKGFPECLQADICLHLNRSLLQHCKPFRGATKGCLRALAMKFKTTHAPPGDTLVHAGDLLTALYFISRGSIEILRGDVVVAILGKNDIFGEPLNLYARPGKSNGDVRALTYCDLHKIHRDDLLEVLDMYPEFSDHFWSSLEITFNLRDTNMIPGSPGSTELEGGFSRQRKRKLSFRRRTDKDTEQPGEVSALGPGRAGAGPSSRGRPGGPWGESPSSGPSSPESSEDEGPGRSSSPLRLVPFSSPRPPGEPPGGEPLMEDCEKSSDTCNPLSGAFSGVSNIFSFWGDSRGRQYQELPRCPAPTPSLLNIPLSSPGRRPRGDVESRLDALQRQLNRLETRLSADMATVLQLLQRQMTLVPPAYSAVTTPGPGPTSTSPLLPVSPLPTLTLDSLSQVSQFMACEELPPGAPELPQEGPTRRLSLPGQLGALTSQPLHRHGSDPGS
#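 U2OS cells were transduced with wild-type KCNH2 virus (2.03 x 10^8 / mL) for 4 h at room temperature, then cultured overnight at 37 C. Thallium flux was read with FluxOr dye. Rate constants were normalized to DMSO controls.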
# * hit, by the source's call; i = inactive; ? = inconclusive; nt = not tested or not shown; & = joins results of further samples; [ ] = remark or other dose. Unless noted, calls follow the shape of the dose curve; as a rule, active = well fitted curve in the direction sought with a large enough effect; inconclusive = small, poorly fitted or top-dose-only effect, or another doubt; inactive = no such curve, though single readings can be large; an effect the other way counts as inactive or inconclusive. The list is partial (hit frequency here may not be typical).
SMILES,Menin-MLL TR inh,BCR signal inh,PKM2 activator,Mito fusion yeast,TSHR antagonist,GALK inhibitor,Eya2 inh,ASM inhibitor,USP2a inh,MBNL1-CUG inh,KCNH2 WT inh
COc1ccc(OC(C)c2ccc(C#N)c(=O)[nH]2)cc1 (stereo unspecified),10%,0%,0%,1%,21,-1%,6%,-2%,10%,-3%,i
O=C(COc1cccnc1[N+](=O)[O-])Nc1ccc(F)cc1,nt,?,nt,nt,-4,nt,-9%,2%,2%,nt,-5
CC(C)(C)C(=O)Nc1ccc(C(=O)Nc2cccc(Oc3ccc(C(=O)O)c(C(=O)O)c3)c2)cc1,22%,1%,0%[11.5 µM],-1%,-16,-1%,-7%,4%,-3%,-4%,-25
CC(=O)Nc1ccc(NC(=S)NC(=O)/C=C/c2ccccc2)cc1,-26%,0%,6%,-10%,4,4%,-9%,0%,-10%,-16%,i
Cc1ccc(SC[C@H](Cc2ccccc2)N2CCN(C)CCC2=O)cc1,nt,?,0%,-13%,-24,-1%,-4%,3%,-1%,-1%,7
N#Cc1c(NC(=O)CSc2nc3ccccc3c(=O)n2Cc2ccco2)sc2c1CCCC2,0%,0%,0%,-8%,9,5%,-12%,0%,0%,6%,1
Cc1cc(C)nc(SCc2csc(-c3ccccc3)n2)n1,-6%,?,-1%,-2%,-3,1%,-10%,0%,-1%,17%,1
COc1cc(OC)cc(C(=O)OCC(=O)NC(c2ccccc2)c2ccccc2)c1,nt,-6%,nt,-3%,38,nt,14%,-1%,1%,nt,-11
COc1ccc(-c2csc(N3CCN(c4cc(C)nc5ccccc45)CC3)n2)cc1OC,-18%,?,-30%,7%,-20,-1%,-7%,-11%,-2%,8%,-8
C=CCN1C(=O)C(CC(=O)Nc2ccc(C)cc2)SC1=Nc1c(C)n(C)n(-c2ccccc2)c1=O (stereo unspecified),-8%,-18%,-1%,-1%,9,0%,14%,0%,1%,-1%,-5
COc1ccc(OC)c(CN2CCSCC2)c1,-1%,2%,-1%,-14%,-19,-2%,-12%,2%,0%,0%,-7
CCc1nnc(NS(=O)(=O)c2ccc(NC(=O)c3cccc(Br)c3)cc2)s1,?,2%,nt,14%,-4,-11%,-8%,1%,-1%,-11%,-7
COC(=O)c1sccc1NC(=O)c1cnc2cc(C)nn2c1C,-13%,-9%,-2%,5%,7,0%,7%,-3%,4%,4%,3
CCOCCCn1c(=NC(=O)c2cccnc2)c(C(=O)OCC)cc2c(=O)n3ccccc3nc21,-1%,8%,0%,8%,-22,-2%,-14%,nt,2%,?,0&3
CC(=O)NCCc1c[nH]c2ccc(O)cc12,4%&-19%,nt,nt,-4%,-9,nt,5%,5%,nt,nt,0
CCOc1cccc(C=Nc2cc(C)cc(C)c2O)c1O,12%,?,-15%,-3%,32,-10%,4%,1%,-5%,?,-1
COc1ccc2cc(/C(C)=N/NC(=O)C3CC3)ccc2c1,4%,0%,?,15%,-8,-3%,-14%,4%,-1%,7%,3
COc1ccc(Cn2c(O)c(/C=N/NC(=O)c3cccnc3)c3ccccc3c2=O)cc1,?,?,3%,-3%,-2,5%,18%,57%[activator],1%,nt,3
Cc1onc(-c2ccccc2Cl)c1C(=O)Nc1nnc(-c2ccc(Br)cc2)s1,-21%,?,1%,?,-18,-3%,3%,93%[activator],-3%,108%[activator],2
O=C(O)C1CC=CCC1C(=O)Nc1cccnc1 (stereo unspecified),-8%,0%,8%,6%,1,1%,2%,9%,9%,-1%,3
Nc1cc(N)nc(SCC(=O)NCC(=O)Nc2ccc(F)c(F)c2F)n1,nt,-8%,nt,nt,24,nt,-18%,-2%,2%,nt,-4
Cc1c(NC(=O)c2cc(C(C)C)on2)c(=O)n(-c2ccccc2)n1C,25%,2%,-3%,-3%,20,0%,4%,6%,2%,-10%,1
CCOC(=O)C1CCCN(C(=O)c2cc3cc4ccc(OC)cc4nc3o2)C1 (stereo unspecified),nt,-14%,nt,3%,1,3%,-16%,141%[activator],-2%,?,-4
Cc1ccc(CNc2ccc3nnc(-c4ccccc4)n3n2)cc1,-11%,0%,-2%,4%,-4,nt,0%,-3%,0%,26%,5
Cc1nnc(SCC(=O)Nc2nsc(-c3ccc(C(C)(C)C)cc3)n2)s1,9%,?,-5%,0%,-10,2%,-19%,-6%,-1%,-4%,22

# 3 compounds from above, limited to GALK inhibitor, TSHR antagonist and KCNH2 WT inh.
mol	GALK inhibitor	TSHR antagonist	KCNH2 WT inh
COc1cc(OC)cc(C(=O)OCC(=O)NC(c2ccccc2)c2ccccc2)c1	nt	38	-11
COc1ccc(-c2csc(N3CCN(c4cc(C)nc5ccccc45)CC3)n2)cc1OC	-1%	-20	-8
C=CCN1C(=O)C(CC(=O)Nc2ccc(C)cc2)SC1=Nc1c(C)n(C)n(-c2ccccc2)c1=O (stereo unspecified)	0%	9	-5

# The results go on:
SMILES,Menin-MLL TR inh,BCR signal inh,PKM2 activator,Mito fusion yeast,TSHR antagonist,GALK inhibitor,Eya2 inh,ASM inhibitor,USP2a inh,MBNL1-CUG inh,KCNH2 WT inh
Cc1nc(SCC(=O)Nc2ccccn2)n[nH]1,-14%,-2%,2%,17%,-6,9%,3%,-1%,1%,-5%,0
COc1ccc(CCCc2nnc(SCC(=O)Nc3ccccc3F)o2)cc1,-5%,?,2%,0%,-7,-3%,-6%,0%,-2%,3%,0
CC(=O)NC(CCS(C)(=O)=O)C(=O)Nc1ccccc1 (stereo unspecified),5%,-1%,0%,-2%,1,-2%,-3%,1%,-2%,3%,-9
COc1ccc(C)cc1NC(=O)CCNC(=O)c1ccco1,nt,1%,nt,-17%,12,-1%,-12%,4%,6%,7%,10
CC1(c2ccccc2)NC(=O)N(CC(=O)Nc2ccc3c(c2)CCC3)C1=O (stereo unspecified),nt,-1%,nt,nt,nt,nt,-2%,-2%,-2%,nt,-3
COc1cccc2c(=O)n(CC(=O)Nc3ccc(F)cc3)ccc12,26%,?,1%,7%,1,1%,-24%,7%,1%,12%,-7
COc1cccc(-n2c(N)c(-c3nc4ccccc4[nH]3)sc2=S)c1,?,-5%,-2%,-19%,3,6%,-4%,-1%,-1%,11%,-7
S=C(NCc1ccccc1)Nc1cccc(Cl)c1,25%,1%,-12%,1%,-3,0%,-3%,2%,0%,-13%,-10
O=C(CSc1ncccn1)NCc1ccc2c(c1)OCO2,9%,7%,nt,-19%,10,2%,-1%,0%,2%,-1%,-6
O=C(Nc1sc2c(c1C(=O)O)CCCC2)C(=O)N1CCOCC1,nt,1%,nt,0%,-15,-4%,4%,0%,7%,-1%,-7
O=C(NC1CC1)c1ccc2c(Cl)c3c(nc2c1)CCCC3,-19%,1%,4%,1%,-14,-2%,7%,-1%,0%,26%,nt
O=C(Nc1ccccc1C(=O)NCCc1ccc(O)cc1)c1ccco1,1%,-1%,nt,2%,-1,nt,-3%,2%,2%,-4%,5
O=[N+]([O-])c1cc(-n2cnnn2)ccc1N1CCC(Cc2ccccc2)CC1,26%,15%,2%,-8%,-7,1%,-17%,-23%,1%,?,4
O=C(CSc1ncn[nH]1)NCCc1ccc(Cl)cc1Cl,nt,-1%,nt,-8%,0,-3%,20%,-2%,4%,5%,1
S=c1[nH]nc(Cn2cnc3ccccc32)n1-c1ccccc1,-9%,5%,-19%,-2%,12,10%,9%,0%,-1%,nt,2

# An excerpt from further up, for reference:
SMILES,Menin-MLL TR inh,BCR signal inh,PKM2 activator,Mito fusion yeast,TSHR antagonist,GALK inhibitor,Eya2 inh,ASM inhibitor,USP2a inh,MBNL1-CUG inh,KCNH2 WT inh
O=C(CSc1ncn[nH]1)NCCc1ccc(Cl)cc1Cl,nt,-1%,nt,-8%,0,-3%,20%,-2%,4%,5%,1
S=c1[nH]nc(Cn2cnc3ccccc32)n1-c1ccccc1,-9%,5%,-19%,-2%,12,10%,9%,0%,-1%,nt,2

# From PubChem
